Screening data (PubChem BioAssay)
Pin1 inhibitor: inhibitors of human Pin1; Q13526; Pin1 FP peptide displacement, HiFluor488, 10 min; Potency, µM (titrated, usually from 115 µM), without a hit: at the top dose activity, negative = inhibition, most hits filed as inhibitors; hit rate 0.009% among 390,000; active = well fitted inhibition curve with a large enough effect in the polarisation, with a control signal flat, not every such curve was filed as active; inconclusive = small, poorly fitted or top-dose-only effect, or effect the other way, or a change in a side signal; inactive = no such curve, though single readings can be large or run the other way; the % refers to the polarisation; note: % is set by controls: 0 for no effect and ±100 for the full control effect
Tb PGK inh: inhibitors of T. brucei phosphoglycerate kinase. P07378. PGK/GAPDH coupled, Kinase-Glo luminescence, 60 min. Potency, µM (titrated, usually from 57.5 µM), for inactives: at the top dose activity change, negative = inhibition, hits mostly inhibitors. hit rate 0.043% among 380,000. AID 602233; note: % is set by controls: 0 for no effect and ±100 for the full control effect; nearly all actives have a fitted effect of over 60% in size
Target sequence (P07378 whole entry, looked up): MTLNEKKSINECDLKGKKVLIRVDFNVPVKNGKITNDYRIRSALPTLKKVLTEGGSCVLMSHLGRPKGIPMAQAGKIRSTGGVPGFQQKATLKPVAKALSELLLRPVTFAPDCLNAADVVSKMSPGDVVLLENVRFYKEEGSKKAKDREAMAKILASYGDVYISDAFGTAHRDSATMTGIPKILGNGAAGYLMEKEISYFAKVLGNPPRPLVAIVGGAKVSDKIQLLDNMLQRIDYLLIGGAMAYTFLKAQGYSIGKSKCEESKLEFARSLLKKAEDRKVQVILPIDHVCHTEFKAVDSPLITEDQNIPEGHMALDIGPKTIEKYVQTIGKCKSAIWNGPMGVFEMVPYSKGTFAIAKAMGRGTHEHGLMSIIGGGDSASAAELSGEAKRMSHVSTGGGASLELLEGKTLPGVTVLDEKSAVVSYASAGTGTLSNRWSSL
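Recombinant glycosomal PGK reaction used 1,3-bisphosphoglycerate generated in-well by GAPDH (100nM final) in 100mM TEA pH 7.6, 5mM MgCl2, 0.01% Tween-20. After 60 minutes at room temperature, ATP was read by Kinase-Glo Plus luminescence end-point.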
GLS inhibitor: inhibitors of human glutaminase (GLS); O94925; Potency, µM (top dose mostly 45.5 µM), for inactives: at the top dose activity change, negative = inhibition, actives largely listed as inhibitors; hit rate 0.21% among 410,000; AID 624170; GLS enzymatic activity, qHTS titration; note: % is set by controls: 0 for no effect and ±100 for the full control effect
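hKGA in 45 mM KH2PO4 (pH 8.2), 0.02% Tween-20 with compound, then 1mM L-Glutamine (stock as added) plus glutamate oxidase/HRP/Amplex red coupling mix. Fluorescence read initially and after 30 min at RT; signal change reflects glutamate formation.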
RGS4 inh: inhibitors of human regulator of G protein signaling 4; P49798; Transcreener GDP fluorescence polarization, RGS4-accelerated GTP hydrolysis; Potency, µM (top dose mostly 114 µM), for the others: at the top dose activity change, negative = inhibition, actives largely listed as inhibitors; hit rate 0.039% among 390,000; note: % is set by controls: 0 for no effect and ±100 for the full control effect; nearly all actives have a fitted effect of over 75% in size; some results filed as inactive show a strong effect at the top dose
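MLSMR compounds (23 nl, pin-transferred) preincubated 10 min at room temperature with a 500nM (2x) first reagent, then RGS4 at 900nM (2x) plus Transcreener GDP mix added; fluorescence polarization (620/688 nm) read before and after 90 min at 30 °C.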
ALOX12 inh: blocks human arachidonate 12S-lipoxygenase; hit rate 1.1% among 580,000; Potency, µM (top dose mostly 108 µM), inactives show top-dose activity change, negative = inhibition, usual class: inhibitors; purified 12hLO, xylenol orange hydroperoxide absorbance; AID 1671190; note: % is set by controls: 0 for no effect and ±100 for the full control effect
Target sequence (P18054 whole entry, looked up): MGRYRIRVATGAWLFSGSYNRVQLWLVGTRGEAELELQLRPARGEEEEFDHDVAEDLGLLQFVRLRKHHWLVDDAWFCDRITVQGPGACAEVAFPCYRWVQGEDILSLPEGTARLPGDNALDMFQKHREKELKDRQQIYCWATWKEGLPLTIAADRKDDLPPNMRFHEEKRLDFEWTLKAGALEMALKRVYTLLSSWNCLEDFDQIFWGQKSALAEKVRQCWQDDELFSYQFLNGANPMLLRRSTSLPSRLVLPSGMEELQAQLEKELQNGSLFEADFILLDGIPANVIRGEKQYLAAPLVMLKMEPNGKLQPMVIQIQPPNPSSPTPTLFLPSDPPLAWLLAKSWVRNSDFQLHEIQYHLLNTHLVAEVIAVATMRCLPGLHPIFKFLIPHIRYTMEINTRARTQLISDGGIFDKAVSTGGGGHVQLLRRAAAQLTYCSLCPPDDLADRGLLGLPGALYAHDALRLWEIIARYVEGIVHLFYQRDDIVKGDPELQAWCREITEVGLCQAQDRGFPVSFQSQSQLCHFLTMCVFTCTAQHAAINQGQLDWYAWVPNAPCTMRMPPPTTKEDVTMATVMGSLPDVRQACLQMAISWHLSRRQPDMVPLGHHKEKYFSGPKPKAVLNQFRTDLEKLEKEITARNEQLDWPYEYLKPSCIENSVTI
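Purified human 12hLO at 150 nM in 25 mM Hepes, 0.01% Triton X-100, pH 7.0, preincubated 15 min at room temperature with compound. Reaction started with 40 uM arachidonic acid, 30 min at room temperature. Hydroperoxide measured by Fe-xylenol orange, 573/405 nm absorbance ratio.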
JMJD2A Tudor: inhibitors of human JMJD2A Tudor domain; AlphaScreen JMJD2A-Tudor / H3K4me3 peptide binding; hit rate 4.4% among 390,000; Potency, µM (highest dose often 114 µM), inactives show at the top dose activity change, negative = inhibition, actives largely listed as inhibitors; AID 504339; note: % is set by controls: 0 for no effect and ±100 for the full control effect; nearly all actives have a fitted effect of over 50% in size
TrxR1 inh: blocks rat thioredoxin reductase 1 | O89049 | recombinant rTrxR1, NADPH fluorescence consumption, selenite substrate | Potency, µM (top dose mostly 114 µM), without a hit: top-dose activity change, negative = inhibition, actives largely listed as inhibitors | hit rate 1% among 390,000; note: % is set by controls: 0 for no effect and ±100 for the full control effect; nearly all actives have a fitted effect of over 65% in size
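Rat TrxR1 (90 nM in the dispensed reagent) was pre-reduced with 400 uM NADPH for 5 min at room temperature, then incubated with compound for 15 min. After 400 uM selenite was added, NADPH fluorescence (Ex 340/Em 450 nm) was followed for 8 min.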
HP1b binding inh: HP1-beta chromodomain-methylated histone interaction inhibition | P83916 | AlphaScreen HP1-beta / biotin-H3K9me3 peptide binding | Potency, µM (titrated, usually from 114 µM), for inactives: at the highest dose activity change, negative = inhibition, hits mostly inhibitors | hit rate 0.56% among 390,000 | AID 540317; note: nearly all actives have a fitted effect of over 70% in size; inactives centre near 23
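HP1-beta protein (50 nM final) preincubated 30 min at room temperature with biotinylated H3(1-18)K9me3 peptide (50 nM) in PBS pH 7.4, 0.01% Tween-20, then compound added for 30 min. AlphaScreen streptavidin donor/nickel chelate acceptor beads (10 ug/mL final), 30 min dark, luminescence read.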
ERG Ets-DNA blk: inhibitors of human ERG Ets domain-DNA interaction; AID 624246; P11308; fluorescence polarization, His-ERG Ets domain / labelled DNA; hit rate 0.028% among 370,000; Potency, µM (titrated, usually from 76.9 µM), without a hit: at the top dose FP activity, negative = inhibition, actives largely listed as inhibitors; active = well fitted inhibition curve with a large enough effect in the polarisation, with a control signal flat; inconclusive = small, poorly fitted or top-dose-only effect, or effect the other way, or a change in a side signal; inactive = no such curve, though single readings can be large or run the other way; the % refers to the polarisation;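 note: polarization taken with two DNA probes labelled with fluorescein and Texas red; % of control where 0% means no effect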
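His-tagged ERG Ets domain (1 uM in the protein solution; 300mM KCl, 50mM Tris-HCl, 1mM EDTA, 1mM DTT, pH 7.5) received compound, then a probe mix of 5 nM fluorescein-DNA and 100nM Texas-615-DNA. Fluorescence polarization was read for both dyes.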
An asterisk follows results filed as active; i = inactive; ? = inconclusive; / = no result given; [ ] = remark or other dose. Unless noted, calls come from the whole dose curve; as a rule, active = well fitted curve in the direction sought with a large enough effect; inconclusive = small, poorly fitted or top-dose-only effect, or another doubt; inactive = no such curve, though single readings can be large; an effect the other way counts as inactive or inconclusive. Potency is the fitted concentration of half-maximal effect. Only part of the results is shown; rates above refer to the full screens.

1: COc1ccc(C[C@@H]2CN3C(=NC[C@@H]3C)N2C[C@H](C)NC(=O)c2ccc(C)c(Br)c2)cc1
2: CCOc1ccc(S(=O)(=O)N(CC(=O)Nc2ccc3c(c2)OCO3)c2ccc(C)cc2)cc1
3: Fc1cc(Br)ccc1COc1ccc(-c2nnco2)cc1
4: CCOc1ccc2nc(N3CCCC(C(=O)Nc4ccc(OC)c(Cl)c4)C3)sc2c1 (stereo unspecified)
5: CSc1nnc(-c2ccc(S(=O)(=O)N3CCOCC3)cc2)n1CC1CCCO1 (stereo unspecified)
6: NC(=O)Cc1ccc(C(=O)c2ccc(Cl)cc2Cl)s1
7: Cc1ccccc1NC(=O)c1cnn(-c2ccccc2)c1C
8: CC(=O)Nc1nonc1-c1nnc(SCc2ccccc2Cl)n1C
9: O=C(NCCOc1ccccc1F)C1CC(=O)N(Cc2ccccc2)C1 (stereo unspecified)
10: COc1ccc2nc(C)cc(SCC(NC(C)=O)C(=O)OC(C)C)c2c1 (stereo unspecified)

assay / compound	1	2	3	4	5	6	7	8	9	10
Pin1 inhibitor	6%	2%	-3%	11%	-7%	1%	3%	-5%	4%	0%
HP1b binding inh	34%	19%	11%	45%[activator]	10%	53%[activator]	12%	20%	13%	49%[activator]
ERG Ets-DNA blk	4%	10%	10%	-3%	8%	-4%	-6%	0%	2%	0%
GLS inhibitor	-5%	-6%	0%	2%	1%	-4%	6%	3%	2%	-1%
Tb PGK inh	-7%	-3%	-14%	-7%	-2%	-9%	4%	-7%	6%	6%
TrxR1 inh	11%[57.1 µM]	20%	15%	13%	36%[activator]	-3%	11%[57.1 µM]	21%	14%	12%
JMJD2A Tudor	-15%	-30%	-12%	-1%	-23%	-2%	-8%	-9%	-18%	-6%
ALOX12 inh	-21%	-8%	394%[activator]	12%	0%	-25%	1%	4%	-19%	?
RGS4 inh	-31%	-5%	8%	-1%	30%	0%	11%	2%	24%	-24%

11: Cc1ccc(C(=O)c2oc3ccccc3c2NC(=O)c2cc(=O)c3ccccc3o2)cc1
12: FC(F)Sc1ccc(NC(=S)NC2CCCCC2)cc1
13: O=C(COc1ccccc1)N1CCN(C(=O)c2cccs2)CC1
14: COc1ccc(C(=O)CN2C3=NCCCN3c3ccccc32)cc1OC
15: COC(=O)c1ccc(C(=O)OC)c(NC(=O)CS(=O)(=O)Cc2ccccc2)c1
16: Cc1nc2ccn(Cc3cccs3)c(=O)c2cc1C(=O)N1CCN(c2ccccc2)CC1
17: COc1cc(/C=C(\C#N)c2nc3ccccc3[nH]2)cc(OC)c1O
18: O=C(NCCCO)c1nn(-c2ccc(Cl)cc2)nc1CO
19: O=C(CC1(C(=O)O)CCCC1)N1CCOCC1
20: CC(Cc1ccccc1)NC(=O)CN1C(=O)c2ccccc2S1(=O)=O (stereo unspecified)

assay / compound	11	12	13	14	15	16	17	18	19	20
Pin1 inhibitor	3%	1%	-1%	12%	-2%	-3%	?	0%	?	-11%
HP1b binding inh	19%	-2%	26%	10%	35%	18%	-36%	20%	24%	30%
ERG Ets-DNA blk	1%	12%	-5%	-10%	-10%	8%	135%[activator]	5%	-10%	-8%
GLS inhibitor	-6%	-2%	10%	5%	-13%	15%	4%	4%	/	-7%
Tb PGK inh	-13%	-8%	-5%	-8%	-9%	-13%	-10%	8%	-5%	-7%
TrxR1 inh	9%	0%[57.1 µM]	13%[57.1 µM]	-10%	-10%	0%[57.1 µM]	7%[57.1 µM]	32%	-8%	-13%
JMJD2A Tudor	-10%	-3%	6%	-12%	-14%	-24%	?	-20%	17%	1%
ALOX12 inh	-8%	?	0%	-16%	0%	-7%	?	-17%	7%	1%
RGS4 inh	18%	-29%	-7%	13%	18%	-7%	-16%	28%	28%	2%

21: CC(C)CSc1nc2c(=O)[nH][nH]c(=O)c2n1Cc1ccccc1
22: O=C(NCc1ccccc1Cl)C1CCN(S(=O)(=O)c2ccc(-n3cnnn3)cc2)CC1
23: Cc1ccccc1NC(=O)c1nc(S(C)(=O)=O)ncc1N(Cc1ccco1)Cc1sccc1C
24: Cc1onc(-c2ccccc2Cl)c1C(=O)Oc1cc(F)cc(F)c1
25: N#C/C(=C/c1ccc(N2CCCCCC2)o1)c1ccc(Cl)cc1
26: CC(=O)Nc1ccc(CN2CCN(CC(C)C)C(CCO)C2)cc1 (stereo unspecified)
27: CCNc1nc(NCC)nc(Nn2cnnc2)n1
28: COC(=O)c1cc(C#N)c(Oc2ccc(F)cc2)nc1C
29: CC1(C)OC(=O)C2(Cc3ccc(Cl)cc3N3CCCC32)C(=O)O1 (stereo unspecified)
30: COc1cc(Cl)c(C)cc1Nc1ncccn1

assay / compound	21	22	23	24	25	26	27	28	29	30
Pin1 inhibitor	-4%	1%	18%	-2%	?	1%	-5%	-12%	7%	0%
HP1b binding inh	9%	20%	15%	72%[activator]	-35%	29%	11%	91%	28%[57 µM]	81%[activator]
ERG Ets-DNA blk	-3%	-7%	-1%	3%	13%	8%	-8%	-1%	/	22%
GLS inhibitor	29%	-1%	-11%	-10%	-2%	-16%	-8%	0%	/	3%
Tb PGK inh	-1%	-8%	-1%	i	-3%	-4%	-1%	-13%	/	-5%
TrxR1 inh	9%	19%[57.1 µM]	-4%	20%[57.1 µM]	8.9µM*	14%[57.1 µM]	18%	12%[57.1 µM]	16%	13%[57.1 µM]
JMJD2A Tudor	-18%	-9%	-25%	59%[activator]	40µM*	6%	-17%	25%	-8%[57.1 µM]	9%
ALOX12 inh	0%	5%	-18%	-13%	/	?	17%	0%	/	-12%
RGS4 inh	16%	-30%	16%	3%	?	-14%	-12%	-2%	-4%	-3%

Overlap with the part before: two entries; new compounds follow.
29: CC1(C)OC(=O)C2(Cc3ccc(Cl)cc3N3CCCC32)C(=O)O1 (stereo unspecified)
30: COc1cc(Cl)c(C)cc1Nc1ncccn1
31: Clc1nc(Cl)c2ncn(-c3ccccc3)c2n1
32: CCOc1ccc(C(C)=O)cc1COC(=O)CNC(=O)C12CC3CC(CC(C3)C1)C2
33: COc1ccccc1Nc1nc(NCc2ccco2)c2ccccc2n1
34: COc1ccc(C2/C(=C(/O)c3ccc(C)cc3)C(=O)C(=O)N2C)c(OC)c1 (stereo unspecified)
35: CCCCCC(=O)Nc1cc(S(=O)(=O)N2CCCCC2)ccc1N1CCOCC1
36: Cn1c(=O)c2c(nc(NCc3ccco3)n2C)n(C)c1=O
37: CCN(CC)S(=O)(=O)c1ccc(C(=O)Nc2ccc(Cc3ccncc3)cc2)cc1
38: CCOc1ncccc1C(=O)NCCc1c[nH]c2ccccc12
39: O=C(c1cccc(OC2CCN(Cc3cccc(OCCO)c3)CC2)c1)N1CCCC1
40: CCOC(=O)c1sc2nc(CSc3ccccc3Cl)[nH]c(=O)c2c1C

assay / compound	29	30	31	32	33	34	35	36	37	38	39	40
Pin1 inhibitor	7%	0%	-4%	-10%	2%	6%	-10%	?	12%	-5%	12%	?
HP1b binding inh	28%[57 µM]	81%[activator]	35%	31%	11%	32%	29%	14%	23%	-14%	4%	17%
ERG Ets-DNA blk	/	22%	-13%	-11%	?	11%	12%	/	-13%	6%	-8%	5%
GLS inhibitor	/	3%	5%	0%	35%[activator]	-21%	-11%	-2%	9%	2%	1%	0%
Tb PGK inh	/	-5%	1%	-2%	7%	2%	i	/	-6%	i	i	-7%
TrxR1 inh	16%	13%[57.1 µM]	-68%	6%	4%	6%[57.1 µM]	-6%	20%	12%	-3%[57.1 µM]	-19%	12%[57.1 µM]
JMJD2A Tudor	-8%[57.1 µM]	9%	-7%	-12%	-31%	-1%	-3%	-33%	-16%	-17%	-24%	-24%
ALOX12 inh	/	-12%	-4%	0%	?	-8%	-2%	-13%	-1%	-1%	374%[activator]	?
RGS4 inh	-4%	-3%	-14%	8%	-23%	-13%	-15%	14%	10%	-3%	-50%	-13%

41: CCOC(=O)c1c(CN2CCN(C)CC2)n(-c2ccccc2)c2cc(Br)c(O)cc12
42: CC(NC(=O)c1cnc2n(c1=O)CCS2)c1ccccc1 (stereo unspecified)
43: CCN(CC)C(=O)c1nn(-c2ccccc2)c2c1C1CCC2(C)C1(C)C (stereo unspecified)
44: O=C(NCCCN1CCOCC1)c1ccc(Cl)cc1[N+](=O)[O-]
45: CCOc1ccc(-c2ccc(SCC(=O)Nc3nnc(CC)s3)nn2)cc1
46: COc1ccc(N2CCN(C(=O)COC(=O)/C=C/c3ccc(OC(F)F)cc3)CC2)cc1

assay / compound	41	42	43	44	45	46
Pin1 inhibitor	5%	-5%	5%	-1%	0%	8%
HP1b binding inh	7%	39%[activator]	29%	37%	10%	33%
ERG Ets-DNA blk	-1%	-14%	5%	1%	-3%	/
GLS inhibitor	2%	?	2%	1%	1%	11%
Tb PGK inh	-5%	-3%	-7%	-6%	1%	16%
TrxR1 inh	8%	-1%	13%	14%	10%[57.1 µM]	-11%
JMJD2A Tudor	-29%	1%	-8%	16%	-18%	-17%
ALOX12 inh	?	?	0%	-5%	-4%	0%
RGS4 inh	-3%	8%	-9%	5%	8%	-3%

JMJD2A Tudor: hit marks shown above.
25: N#C/C(=C/c1ccc(N2CCCCCC2)o1)c1ccc(Cl)cc1

assay / compound	25
Pin1 inhibitor	?
HP1b binding inh	-35%
ERG Ets-DNA blk	13%
GLS inhibitor	-2%
Tb PGK inh	-3%
TrxR1 inh	8.9µM*
JMJD2A Tudor	40µM*
ALOX12 inh	/
RGS4 inh	?
